Screens as filed in PubChem.
APP transl inh: APP translation inhibition; SH-SY5Y APP 5'UTR-luciferase reporter, luminescence; inhibition, % at 2 µM; hit rate 0.82% among 190,000; AID 1285;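 active = inhibition above a set limit, derived from the sample mean plus 3 SD, cut at about 45% in these data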; also: values of inactives mirror those of a sister screen read the other way
STAT1 blocker: inhibitors of IFN-gamma induced STAT1 signaling; hit rate 0.35% among 200,000; NIH 3T3 STAT1-luciferase reporter, luminescence; inhibition, % at 5.5 µM;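 active = inhibition above a set limit, the mean inhibition across all tested compounds plus 3 SD, cut at about 34% in these data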;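 also: 0% = IFN-gamma with DMSO and 100% = IFN-gamma with 300 µM nifuroxazide; values of inactives mirror those of a sister screen read the other way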
FLuc act counter: firefly luciferase counter-screen for stimulation assays; 200,000 tested, under 10 active; ATPlite luciferase biochemical, luminescence, 10 min; 0 = ATP-free wells, 1 = DMSO control; activation factor at 10 µM;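 active = luciferase activation factor, scaled between plate controls, of at least 2 with compound at 10 µM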
Target sequence (P08659 whole entry, looked up): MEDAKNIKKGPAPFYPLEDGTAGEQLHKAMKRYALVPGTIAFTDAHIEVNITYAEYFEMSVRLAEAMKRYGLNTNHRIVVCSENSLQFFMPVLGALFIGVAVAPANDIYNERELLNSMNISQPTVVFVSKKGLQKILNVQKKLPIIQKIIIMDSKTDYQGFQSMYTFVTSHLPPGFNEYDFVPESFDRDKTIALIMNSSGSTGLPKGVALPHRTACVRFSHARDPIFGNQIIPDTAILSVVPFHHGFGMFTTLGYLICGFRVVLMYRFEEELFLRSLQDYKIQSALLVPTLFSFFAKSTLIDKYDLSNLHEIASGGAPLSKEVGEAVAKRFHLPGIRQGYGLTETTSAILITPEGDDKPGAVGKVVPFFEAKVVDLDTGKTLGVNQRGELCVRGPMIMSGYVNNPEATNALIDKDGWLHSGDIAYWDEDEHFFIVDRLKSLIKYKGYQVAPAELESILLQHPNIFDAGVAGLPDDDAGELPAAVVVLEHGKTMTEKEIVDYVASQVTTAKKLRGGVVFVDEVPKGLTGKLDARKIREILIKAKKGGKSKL
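assay system = Luciferase/luciferin detection reagent, cell-free biochemical luciferase assay | also added = ATP substrate | times = 10 min post-reagent at room temperature | measured by = luminescence from luciferase reaction | measure = luciferase activation, seen as luminescence increase over controls | benchmarks = low control with PBS replacing ATP, high control enzyme plus ATP without compound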
ROMK mod: human ROMK K+ channel modulation, primary screen; hit rate 2% among 130,000; B-score at 10 µM; AID 1918; Tet-inducible ROMK, thallium flux fluorescence; actives lie on both sides;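 active = signal ratio slope over the read window, or its plate-corrected B-score, at least 3 SD from the plate mean, either direction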;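 also: B-score of the F/F0 ratio slope over 7 to 12 s after thallium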
Target sequence (P48048 whole entry, looked up): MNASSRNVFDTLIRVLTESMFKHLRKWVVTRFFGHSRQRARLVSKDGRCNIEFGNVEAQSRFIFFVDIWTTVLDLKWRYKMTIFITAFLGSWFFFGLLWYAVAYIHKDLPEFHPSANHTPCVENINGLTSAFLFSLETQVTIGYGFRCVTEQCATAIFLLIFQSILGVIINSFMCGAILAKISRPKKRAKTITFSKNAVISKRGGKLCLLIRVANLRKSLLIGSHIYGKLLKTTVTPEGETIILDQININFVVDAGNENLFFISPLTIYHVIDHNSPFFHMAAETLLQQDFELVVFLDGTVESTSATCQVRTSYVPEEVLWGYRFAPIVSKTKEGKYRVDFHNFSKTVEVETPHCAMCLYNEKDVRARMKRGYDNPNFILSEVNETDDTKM
NF-kB expr up: compounds increasing NF-kB expression in human neuronal cells. NF-kB reporter expression; hits give high values. fold change at 12.5 µM. hit rate 1.6% among 190,000. AID 1239; in the data active = fold change above about 3.3
STAT3 act: activators of IL-6 induced STAT3 signaling | U3A cells, IL-6 STAT3-luciferase reporter, luminescence; 100% = signal with IL-6 EC80 alone | activation (% of control), % at 5.6 µM | hit rate 0.91% among 190,000 | AID 871;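 active = activation above the screen-wide mean of compound activation plus 3 SD, cut at about 130% in these data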;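 also: 0% = background luminescence of wells with medium and substrate only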
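Material: STAT3-luciferase reporter U3A cells; Probe or stimulus: IL-6 (33 ng/mL); Incubation: compound pre-incubation 1 h before IL-6, then 6 h stimulation at 37 °C; Technique: luminescence from STAT3-driven luciferase reporter; Evaluation: % activation versus median of IL-6-stimulated wells; Controls: IL-6-only high control.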
STAT1 act: increases IFN-gamma driven STAT1 reporter signal; AID 932; activation (% of control), % at 5.5 µM; NIH 3T3 STAT1-luciferase reporter, luminescence; 100% = IFN-gamma alone, no compound; hit rate 2.6% among 200,000;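 active = activation above the screen-wide mean activation plus 3 SD, cut at about 130% in these data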;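 also: raw ratio to IFN-gamma control signal so 100% means no change and 0% no light; values of inactives mirror those of a sister screen read the other way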
APP 5'UTR act: APP 5'UTR luciferase reporter activation; activation, % at 2 µM; AID 1276; SH-SY5Y APP 5'UTR luciferase reporter, luminescence; zero percent = DMSO vehicle wells; hit rate 1% among 190,000;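 active = activation above a set limit, based on mean plus 3 SD of controls, cut at about 140% in these data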; also: values of inactives mirror those of a sister screen read the other way
FLuc inhib CS: Photinus pyralis luciferase inhibition counter-screen | ATPLite firefly luciferase biochemical luminescence, 10 min | inhibition, % at 10 µM | hit rate 1.5% among 200,000;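 active = inhibition above about 50% when tested at 10 µM, limit read from the data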
STAT3 inh: STAT3 signaling inhibition; U3A cells, IL-6 STAT3-luciferase reporter, luminescence; host cell line lacks STAT1; AID 862; hit rate 0.89% among 190,000; inhibition, % at 5.5 µM;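 active = inhibition above the mean inhibition across all screened compounds plus 3 SD, cut at about 44% in these data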;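 also: 0% = DMSO only wells and 100% = 100 µM nifuroxazide control wells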
The depositor's hits bear a star; x = no result given.

SMILES	APP transl inh	STAT1 blocker	FLuc act counter	ROMK mod	NF-kB expr up	STAT3 act	STAT1 act	APP 5'UTR act	FLuc inhib CS	STAT3 inh
CCn1cc(C(=O)NCc2ccco2)c(=O)c2cc(S(=O)(=O)N3CCC(C)CC3)ccc21	14	9	1.1	x	0.57	101	91	-14	-6	9
COc1ccc(N(C)S(=O)(=O)c2ccc3c(c2)CCC(=O)N3)cc1	x	5	1.1	x	0.99	104	96	x	-6	2
COc1ccc(-c2nc(C#N)c(NCc3cccnc3)o2)cc1OC	0	-5	1.1	x	1.1	103	105	0	-6	1
CCOC(=O)CN1C(=O)C(Sc2n[nH]c(-c3ccc(O)cc3)n2)CCc2ccccc21 (stereo unspecified)	-17	12	1	-0.59	0.41	91	89	17	-1	11
O=C(Nc1nc(-c2ccc(Cl)s2)cs1)c1ccncc1	9	2	1.1	x	1.1	49	99	-9	-5	66*
CCOc1cc(/C=C2\N=C3CCCCCN3C2=O)ccc1O	-24	8	0.9	-1	1.1	95	90	24	14	8
Cc1ccc(CN(Cc2cccnc2)C(=S)Nc2cc(Cl)ccc2C)cc1	-2	-7	1.1	1	0.98	102	105	3	-7	6
CC(=O)Nc1ccc(OCC(=O)NCCc2ccccc2)cc1	6	-7	1	0.21	1.4	103	106	-6	4	1
CC(=O)Nc1ccc(C(=O)OCc2ccc(Cl)cc2)cc1	0	-3	1	0.24	0.87	100	103	0	-4	7
CC(C)C(NC(=O)C(c1ccccc1)c1ccccc1)c1nc2ccccc2[nH]1 (stereo unspecified)	8	3	1	0.32	0.78	96	98	-8	-4	11
COc1ccccc1OCC(=O)Nc1ccc2c(c1)C(=O)N(CC1CCCO1)C2=O (stereo unspecified)	5	2	1	1.6	1.1	97	96	-5	-3	5
Cc1cccc(OCC(=O)Nc2ccc(S(=O)(=O)Nc3cc(C)nc(C)n3)cc2)c1	6	-9	1	0.38	1.3	100	107	-6	-2	2
CC(=O)Oc1ccc(C(=O)c2ccccc2)c(OC(C)=O)c1	-5	-10	1	0.94	1.2	102	108	5	-4	-1
CC(=O)Nc1ccc(S(=O)(=O)NCCOc2ccc(Cl)cc2C)cc1	9	5	1	1.1	1.1	99	95	-9	0	12
COc1cc(/C=C(/C#N)c2nc3ccccc3[nH]2)ccc1OCc1ccc(C(=O)O)o1	-29	3	1	0.044	1.3	104	97	29	2	2
S=C(Nc1ccc2snnc2c1)N1CCN(c2ccccn2)CC1	x	-2	1.1	-0.4	1.8	107	102	x	-7	-11
CCOC(=O)c1c(NC(C)=O)sc2c1CCC(C=O)=C2Sc1ccccc1	1	5	1.1	-0.69	1.9	98	95	-1	-7	3
O=C(CCn1c(=O)c2sccc2n(CC(=O)OCc2ccccc2)c1=O)NCc1ccccc1	2	0	1	-0.23	1.9	98	100	-3	-1	8
CC(C)OC(=O)c1ccc(N)cc1	1	-12	1	0.55	1.2	92	110	-1	-1	14
CCCOc1ccc(-c2nnc(-c3ccco3)o2)cc1	-104	29	0.2	x	2.8	38	73	104	77*	78*
[O-]/C(=C(\C(=S)Nc1cccc2ccccc12)[n+]1ccccc1)c1ccc(Cl)s1	1	9	1	0.078	1.1	114	92	-1	-4	-17
O=[N+]([O-])c1cc(CN2CCN(c3ccccc3)CC2)c(O)c2ncccc12	80*	15	1.1	1.4	0.73	89	87	-80	-12	15
NC(=S)N/N=C/c1cc([N+](=O)[O-])ccc1OCCOc1ccccc1	7	15	1.1	-0.046	0.74	86	86	-7	-6	21
COc1cccc(-n2nnc3c(=O)n(Cc4ccc(Cl)cc4)cnc32)c1	-9	-2	1	-0.034	1.1	97	102	9	-2	7
Cc1cc(C(=O)OCC(=O)N2CCCC2)c2ccccc2n1	-6	-8	1.1	0.88	0.94	103	108	6	-5	0
(cont.)
SMILES	APP transl inh	STAT1 blocker	FLuc act counter	ROMK mod	NF-kB expr up	STAT3 act	STAT1 act	APP 5'UTR act	FLuc inhib CS	STAT3 inh
COc1ccc(-n2c(COc3ccc(C)cc3)nnc2SCC(N)=O)cc1	11	8	1.1	0.71	1.2	101	93	-11	-8	1
CNS(=O)(=O)c1cc(OCC(N)=O)c(C)cc1Cl	8	-3	1	x	0.94	102	105	-8	-3	-1
CC(=O)c1cccc(NC(=O)c2ccco2)c1	-6	-4	1	-0.52	1.4	92	103	6	-1	13
Cc1cccc(-n2ccnc2SCC(=O)Nc2nccs2)c1	-23	-15	0.9	0.91	1.7	113	114	23	7	-12
CCN(CC)c1ccc(C=N/C(C#N)=C(\N)C#N)cc1	-50	-23	1	x	2.1	98	121	50	1	8
O=C(CNS(=O)(=O)c1ccc2ccccc2c1)OCc1csc(-c2ccccc2)n1	1	6	1.1	-0.89	1.3	99	96	-1	-5	-2
CCn1c(COc2ccc(Cl)cc2)nnc1SCC(=O)Nc1ccc2c(c1)OCCO2	-6	-4	1	x	1.1	95	104	6	-5	15
CCCOc1ccc(N2C(=O)C3C(C(C)C)NC4(C(=O)c5ccccc5C4=O)C3C2=O)cc1 (stereo unspecified)	-4	4	1	1.6	1.1	85	99	5	-4	18
c1ccc(Cn2ncc3ccccc32)cc1	-16	10	1.1	x	0.99	94	92	16	-8	13
CC(O)C(O)C(O)C(O)C1NCCS1 (stereo unspecified)	-17	-3	1.1	x	1.1	122	103	17	-7	-25
COc1ccc(C)cc1N(CC(=O)Nc1ccc2c(c1)OCCO2)S(C)(=O)=O	-22	-3	1	-0.67	1.1	108	101	21	-3	-1
CN(C)C(=N)c1n[nH]nc1SCc1ccc(Cl)c(Cl)c1	-1	6	1	-0.0057	1.3	102	93	1	-5	2
Cc1c(NC(=O)CSc2nc3c(cnn3-c3ccccc3)c(=O)[nH]2)c(=O)n(-c2ccccc2)n1C	7	-3	1.1	-0.005	1.1	97	103	-7	-8	7
CCCCn1c(-c2csc(C(C)C)c2)n[nH]c1=S	0	5	1	-0.87	1.1	93	95	0	-4	11
CCCC(=O)n1nc(-c2cccnc2)nc1NCc1ccc(OC)cc1	-7	0	1.1	x	1.1	95	98	7	-5	9
Cn1c(=O)[nH]c2ccc([N+](=O)[O-])nc21	-3	10	1	x	1.2	94	91	3	-3	10
CSC1=NC(C)(C)C=C(/C=C/c2ccc(Cl)cc2)N1	-20	3	1	0.12	1.5	81	97	20	-1	25
COc1ccc(-c2cc3ccccc3oc2=O)cc1NC(=O)c1ccc([N+](=O)[O-])o1	11	6	1.1	x	1.3	97	95	-11	-7	14
Cc1ccc(NC(=O)COC(=O)CCC(=O)c2ccc(Cl)cc2)cc1S(=O)(=O)N(C)C	-2	-1	1	x	0.98	98	101	2	-4	-2
O=[N+]([O-])C(/C=C(\Cl)[N+](=O)[O-])=C(N1CCCCC1)N1CCCCC1	1	6	1.1	-2.3	0.96	105	94	-1	-10	-3
Cn1c(SCC(N)=O)nnc1C1CCN(S(=O)(=O)c2ccccc2C(F)(F)F)CC1	-5	5	1.1	0.26	1	101	95	5	-10	2
CCOCCCNC(=O)c1ccc2c(=O)n(Cc3ccc(OC)cc3)c(=O)[nH]c2c1	-7	1	1	-0.46	1.4	82	99	7	-3	26
COc1ccc(N2CC(C(=O)NCCCN3CCOCC3)CC2=O)cc1 (stereo unspecified)	8	-1	1	x	1.2	99	101	-9	-4	4
O=C(Nc1ccccc1)Nc1ccc2ocnc2c1	-41	-26	0.4	-0.33	2.1	92	127	41	61*	14
O=c1c2c(-c3ccc([N+](=O)[O-])cc3)csc2nc2n1CCCCC2	-17	3	1	-1.6	1.3	99	97	17	-5	7

Five compounds drawn at random from those above:
SMILES	APP transl inh	STAT1 blocker	FLuc act counter	ROMK mod	NF-kB expr up	STAT3 act	STAT1 act	APP 5'UTR act	FLuc inhib CS	STAT3 inh
O=c1c2c(-c3ccc([N+](=O)[O-])cc3)csc2nc2n1CCCCC2	-17	3	1	-1.6	1.3	99	97	17	-5	7
CCCOc1ccc(N2C(=O)C3C(C(C)C)NC4(C(=O)c5ccccc5C4=O)C3C2=O)cc1 (stereo unspecified)	-4	4	1	1.6	1.1	85	99	5	-4	18
O=C(CNS(=O)(=O)c1ccc2ccccc2c1)OCc1csc(-c2ccccc2)n1	1	6	1.1	-0.89	1.3	99	96	-1	-5	-2
CCN(CC)c1ccc(C=N/C(C#N)=C(\N)C#N)cc1	-50	-23	1	x	2.1	98	121	50	1	8
CC(O)C(O)C(O)C(O)C1NCCS1 (stereo unspecified)	-17	-3	1.1	x	1.1	122	103	17	-7	-25

The list continues:
SMILES	APP transl inh	STAT1 blocker	FLuc act counter	ROMK mod	NF-kB expr up	STAT3 act	STAT1 act	APP 5'UTR act	FLuc inhib CS	STAT3 inh
Cc1c(C(=O)O)oc2c1C(=O)CC(C)(C)C2	15	-6	1	-0.73	1.1	94	105	-15	0	13
Cc1ccc2oc(=O)c3cnn(CC(=O)Nc4cc(-c5cccc(F)c5)no4)c3c2c1	-12	6	1.1	0.17	1.1	98	94	12	-10	2
CCOC(=O)N1CCN(S(=O)(=O)c2ccc(F)c(C(=O)Nc3ccc(C)c(Cl)c3)c2)CC1	12	8	1.1	0.066	0.85	94	93	-12	-7	11
COCCN(C(=O)CNC(=O)c1ccco1)C(C(=O)NC1CCCCC1)c1cccs1 (stereo unspecified)	-2	5	1	x	0.8	97	96	2	-3	5
OCCC1CN(Cc2cc3c(cc2Cl)OCO3)CCN1C1CCCC1 (stereo unspecified)	-10	4	1	-0.8	0.9	97	95	10	-1	9
CCOC(=O)c1cnc2ccc(OCC)cc2c1N1CCN(c2ccccc2OC)CC1	11	0	1	2.3	0.45	99	100	-11	-4	7
Cc1ccc(-c2ccc(OCC(=O)N3CCOCC3)cc2)cc1	-3	-11	0.8	x	1.3	102	110	3	19	1
CC(=O)OCC1OC(OC(C)=O)C(NC(=O)Cc2ccccc2)C(OC(C)=O)C1OC(C)=O (stereo unspecified)	-32	9	1	0.077	1.6	101	90	32	-3	1
Cc1cc(=O)n2nc(N3CCCC3C(=O)NCCCN3CC(C)CC(C)C3)sc2n1 (stereo unspecified)	4	-3	1	0.35	1.3	102	104	-4	-3	2
COC(=O)Nc1ccc(S(=O)(=O)N2CCC(C(=O)N3CCCCC3C)CC2)cc1 (stereo unspecified)	-25	1	1	-0.53	1.1	106	97	25	-4	-6
CCN(CC)CCCNC(=O)Cc1c(C(=O)O)n(C)c2ccccc12	-2	2	1.1	x	1.2	99	98	2	-5	4
CCn1c(=NC(=O)c2ccc(N3C(=O)CCC3=O)cc2)sc2c(OC)ccc(OC)c21	x	-8	1.1	x	1.1	110	107	x	-9	-3
O=C(CSc1nc(O)cc(=O)n1-c1ccccc1)NC1CCCCC1	21	8	1	-0.24	1.1	109	92	-21	0	-4
COCC(=O)n1nc(NCc2ccc(OC)cc2)nc1NCc1ccc(OC)cc1	3	9	1	x	0.86	99	92	-3	-3	4
c1cnc2nc(CSc3ncn[nH]3)cn2c1	7	1	1.1	x	1.8	102	97	-7	-7	0
COc1ccc(/C=N/NC(=O)c2ccn[nH]2)cc1COc1ccc(Cl)cc1Cl	-31	-15	1.1	x	0.62	84	113	31	-7	30
COC(=O)c1ccc(OCCCCN2CC(C)OC(C)C2)cc1 (stereo unspecified)	3	4	1	-1.5	1.2	98	95	-3	-4	10
Cc1ccc(NC2=C(Cl)C(=O)OC2OC(=O)c2ccccc2C)cc1 (stereo unspecified)	-14	6	1.1	-0.76	1.1	102	92	14	-7	7
COc1cccc(C(C)NC(=O)c2c(F)cccc2Cl)c1 (stereo unspecified)	-25	-2	1	x	0.96	112	102	25	-4	-11
